Source: PubChem
Mac1 fbg enh = enhancers of CD11b/CD18 adhesion to fibrinogen, primary screen, K562 cells, luminescence. ATPlite luminescence. activation, % at 10 µM. hit rate 0.07% among 93,000. AID 1499, 2009;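 active = 10 µM primary screen giving 50% or more activity, confirmed by 40% or more on retest at that dose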; note: strong numbers were not always called active; reference of the scale not given here
CYP2C9 act = human CYP2C9 activators, primary screen, biochemical, luminescence; recombinant CYP2C9, luciferin-H conversion; stronger effect = higher value; factor 1 = untreated enzyme, 0 = blocked; activation factor at 5 µM; hit rate 1.4% among 96,000; AID 1024, 2008;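 active = activation factor of 2 or more for CYP2C9 at a 5 µM dose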;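 note: 0 = sulfaphenazole-blocked wells and 1 = vehicle-only wells; values of inactives mirror those of a sister screen read the other way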
Target sequence (P11712 whole entry, looked up): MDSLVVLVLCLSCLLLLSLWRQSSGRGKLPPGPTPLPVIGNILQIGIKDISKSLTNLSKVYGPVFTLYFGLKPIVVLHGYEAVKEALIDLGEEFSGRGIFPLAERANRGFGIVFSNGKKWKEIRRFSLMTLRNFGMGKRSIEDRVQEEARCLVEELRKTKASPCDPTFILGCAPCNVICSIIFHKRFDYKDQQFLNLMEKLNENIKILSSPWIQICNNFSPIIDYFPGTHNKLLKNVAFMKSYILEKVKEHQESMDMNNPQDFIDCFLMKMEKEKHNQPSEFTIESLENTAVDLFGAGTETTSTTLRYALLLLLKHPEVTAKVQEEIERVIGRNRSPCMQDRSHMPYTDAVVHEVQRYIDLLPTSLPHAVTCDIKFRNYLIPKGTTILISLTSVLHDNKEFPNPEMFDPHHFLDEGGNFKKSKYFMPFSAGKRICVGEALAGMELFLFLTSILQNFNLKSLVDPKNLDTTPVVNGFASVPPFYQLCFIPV
CYP2C19 activ = human CYP2C19 activators, primary screen, biochemical, luminescence; Cytochrome P450 2C19 (Homo sapiens), P33261; recombinant CYP2C19, luciferin-H EGE luminescence; stronger effect = higher value; 0 = fully inhibited enzyme, 1 = untreated enzyme; activation factor at 5 µM; 96,000 tested, under 10 active; AID 1025, 2008;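 active = activation factor of at least 2 at 5 µM in the primary screen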;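 note: 0 = wells with 2.5 mM tranylcypromine and 1 = vehicle-only wells; values of inactives mirror those of a sister screen read the other way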
Target sequence (P33261 whole entry, looked up): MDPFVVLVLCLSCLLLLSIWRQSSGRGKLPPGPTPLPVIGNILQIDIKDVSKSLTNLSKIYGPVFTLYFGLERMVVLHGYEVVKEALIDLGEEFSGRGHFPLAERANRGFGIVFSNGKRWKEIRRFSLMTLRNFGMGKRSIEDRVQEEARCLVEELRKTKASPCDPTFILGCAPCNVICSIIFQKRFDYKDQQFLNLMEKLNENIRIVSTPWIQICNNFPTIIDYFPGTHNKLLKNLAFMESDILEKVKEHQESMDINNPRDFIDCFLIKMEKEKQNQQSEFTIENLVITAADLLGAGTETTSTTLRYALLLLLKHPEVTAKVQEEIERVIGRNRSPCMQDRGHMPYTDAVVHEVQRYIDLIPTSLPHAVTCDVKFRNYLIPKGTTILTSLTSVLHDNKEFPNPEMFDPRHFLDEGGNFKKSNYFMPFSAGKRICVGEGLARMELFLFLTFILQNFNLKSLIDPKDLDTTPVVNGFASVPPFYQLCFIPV
PLAP activator = PLAP enzyme activators, biochemical, luminescence, HTS; purified PLAP enzyme, luminescent substrate read-out; stronger effect = higher value; activation fold at 20 µM; hit rate 1.2% among 96,000; AID 696, 2007; in the data active = activation fold above about 2
Mac1 fbg inh = inhibitors of CD11b/CD18 adhesion to fibrinogen, primary screen, K562 cells, luminescence | hit rate 0.54% among 93,000 | ATPlite luminescence; Mn2+ added to activate the integrin | Integrin beta-2 (Homo sapiens) + Integrin alpha-M (Homo sapiens), P05107+P11215 | inhibition, % at 10 µM;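 active = primary inhibition of 50% or more at 10 µM, then 40% or more on retest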; note: some results filed as inactive read as strong as hits
Pyk2 oligo antag = antagonists of Pyk2 self-association, primary screen, Q293 cells, FERM NanoBiT luminescence, HTS | AID 1347419, 2020 | Protein-tyrosine kinase 2-beta (Homo sapiens), Q14289 | hit rate 0.83% among 99,000 | stronger effect = lower value | z-score (the deposit names both 25 µM and 10 µM);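 active = Z-score of -3 or lower, scaled per plate to the spread of control and sample wells; inactive = z-score above -3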;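 note: negative z-score means lost luminescence so less FERM oligomerization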
MT1-MMP txn act = MT1-MMP promoter reporter activation – cell-based, luciferase luminescence, primary screen; HT1080 MT1-MMP promoter luciferase reporter, overnight; stronger effect = higher value; activation factor at 10 µM; hit rate 0.16% among 86,000; AID 750, 2007;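 active = activation factor of at least 2 for MT1-MMP transcription at 10 µM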
CYP2C19 inh = blockers of cytochrome P450 2C19 activity – biochemical, luminescence, ADME assay, primary screen. inhibition, % at 5 µM. hit rate 21% among 96,000. AID 778, 2007. P33261. CYP2C19 Supersomes, luciferin-H EGE luminescence, 30 min;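 active = CYP2C19 inhibition above a set limit at 5 µM in the primary screen, cut at about 50% in these data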;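 note: plate controls were negative control wells for no effect and 2.5 mM tranylcypromine positive control for full effect; values of inactives mirror those of a sister screen read the other way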
CYP2C9 inhib = blockers of cytochrome P450 2C9 activity – biochemical, luminescence, ADME assay, primary screen. hit rate 20% among 96,000. CYP2C9 Supersomes, luciferin-H conversion. inhibition, % at 5 µM. P11712;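 active = blocking of liver enzyme CYP2C9 beyond about 50% at 5 µM, limit read from the data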; note: values of inactives mirror those of a sister screen read the other way
* hit, by the source's call; / = no result given. Compounds were not picked by outcome; 31% or so of the library scored in one or more.

SMILES	Mac1 fbg enh	CYP2C9 act	CYP2C19 activ	PLAP activator	Mac1 fbg inh	Pyk2 oligo antag	MT1-MMP txn act	CYP2C19 inh	CYP2C9 inhib
CCOC(=O)c1nnn(-c2nonc2-c2ccccc2)c1C	1	0.8	1	1	-6	1.2	1.2	-3	21
O=C(CSc1nc2ccccc2[nH]1)c1ccc(Cl)s1	4	0.1	0	1	2	0.42	1.4	98*	92*
O=C(Nc1ccn(Cc2ccc(F)cc2)n1)c1ccncc1	-2	0.1	0	0.8	0	0.22	1.1	98*	93*
Cc1cc(C)c(S(=O)(=O)NCCn2c(C)cc3ccccc32)c(C)c1	5	0.1	0.3	1.5	-17	/	/	73*	90*
CC(=O)Nc1ccc(S(=O)(=O)N[C@@H](C)C(=O)Nc2ccc(N3CCOCC3)cc2)cc1	0	0.9	1	1.1	-6	-0.03	1.1	5	6
COc1ccc(-c2cc(C(F)(F)F)nc(S(=O)(=O)CCC(=O)N3CCOCC3)n2)cc1	-3	0.8	0.8	0.9	-10	-0.01	1.1	19	20
CCC(=O)c1ccc(OCc2ccc(C(=O)OC)o2)c(OC)c1	4	0.4	0.6	0.9	6	-0.65	1.2	40	56*
CCC(C)NC(=O)CSc1nc2c(sc(=S)n2Cc2ccco2)c(=O)n1-c1ccccc1 (centres undefined)	2	0.9	1	0.9	-6	-1.4	1.2	-1	7
O=C1CSc2nc3ccccc3n21	/	1.3	1	1.1	/	-0.52	1.2	-2	-30
COc1ccc(OCC(O)Cn2c(=N)n(CCN3CCOCC3)c3ccccc32)cc1 (centres undefined)	1	0.9	0.9	1	-5	0.45	1.1	11	7
COc1ccc(CNC(=O)c2c(C)cc(=O)oc2C)cc1OC	6	0.7	0.9	1.1	-6	-0.35	1.2	5	33
O=C(O)c1cccc(NC(=S)NC(=O)C(c2ccccc2)c2ccccc2)c1	0	0.2	1	1.2	-2	-1.9	/	-4	82*
Fc1ccc(C(c2nnnn2C2CCCC2)N2CCN(Cc3ccncc3)CC2)cc1 (centres undefined)	-1	0.2	0.1	1.5	-7	-0.12	1.2	91*	81*
CN(C)c1cccc(N=C2C=C(N3CCOCC3)CC(C)(C)C2)c1	6	1.1	1	0.7	-18	2.8	1	-2	-6
CCOc1ccc(C(=O)Cc2ccc3oc(C(=O)O)cc3c2)c(O)c1	-2	0.7	1	1	-24	-0.15	1.1	3	28
C=CCc1cccc2cc(C(=O)N(CC)CC)c(=O)oc12	-2	2.2*	0.9	1.1	-12	0.44	1.1	8	-124
Cc1cc(=O)oc2cc(OCC3CC(c4ccccc4Cl)=NO3)ccc12 (centres undefined)	-3	0.3	0.5	0.8	19	-0.12	0.5	51*	66*
CCSc1nnc(NC(=O)C(Cc2ccccc2)n2cccc2)s1 (centres undefined)	-11	1.3	1.2	1	8	/	1.1	-18	-30
CNC(=O)c1sc(-c2ccccc2)nc1C	4	1.1	0.8	0.9	5	-1.1	/	16	-9
O=C(CCCn1c(=O)[nH]c2ccsc2c1=O)N1CCCCC1	8	1	0.8	1.1	-6	-0.24	1.3	20	2

Sorted by SMILES length (rising): some entries from above.
SMILES	Mac1 fbg enh	CYP2C9 act	CYP2C19 activ	PLAP activator	Mac1 fbg inh	Pyk2 oligo antag	MT1-MMP txn act	CYP2C19 inh	CYP2C9 inhib
O=C1CSc2nc3ccccc3n21	/	1.3	1	1.1	/	-0.52	1.2	-2	-30
CNC(=O)c1sc(-c2ccccc2)nc1C	4	1.1	0.8	0.9	5	-1.1	/	16	-9
O=C(CSc1nc2ccccc2[nH]1)c1ccc(Cl)s1	4	0.1	0	1	2	0.42	1.4	98*	92*
O=C(Nc1ccn(Cc2ccc(F)cc2)n1)c1ccncc1	-2	0.1	0	0.8	0	0.22	1.1	98*	93*
C=CCc1cccc2cc(C(=O)N(CC)CC)c(=O)oc12	-2	2.2*	0.9	1.1	-12	0.44	1.1	8	-124
CCSc1nnc(NC(=O)C(Cc2ccccc2)n2cccc2)s1 (centres undefined)	-11	1.3	1.2	1	8	/	1.1	-18	-30
O=C(CCCn1c(=O)[nH]c2ccsc2c1=O)N1CCCCC1	8	1	0.8	1.1	-6	-0.24	1.3	20	2
CCC(=O)c1ccc(OCc2ccc(C(=O)OC)o2)c(OC)c1	4	0.4	0.6	0.9	6	-0.65	1.2	40	56*
CN(C)c1cccc(N=C2C=C(N3CCOCC3)CC(C)(C)C2)c1	6	1.1	1	0.7	-18	2.8	1	-2	-6
Cc1cc(=O)oc2cc(OCC3CC(c4ccccc4Cl)=NO3)ccc12 (centres undefined)	-3	0.3	0.5	0.8	19	-0.12	0.5	51*	66*
Cc1cc(C)c(S(=O)(=O)NCCn2c(C)cc3ccccc32)c(C)c1	5	0.1	0.3	1.5	-17	/	/	73*	90*
O=C(O)c1cccc(NC(=S)NC(=O)C(c2ccccc2)c2ccccc2)c1	0	0.2	1	1.2	-2	-1.9	/	-4	82*
COc1ccc(OCC(O)Cn2c(=N)n(CCN3CCOCC3)c3ccccc32)cc1 (centres undefined)	1	0.9	0.9	1	-5	0.45	1.1	11	7
CCC(C)NC(=O)CSc1nc2c(sc(=S)n2Cc2ccco2)c(=O)n1-c1ccccc1 (centres undefined)	2	0.9	1	0.9	-6	-1.4	1.2	-1	7
COc1ccc(-c2cc(C(F)(F)F)nc(S(=O)(=O)CCC(=O)N3CCOCC3)n2)cc1	-3	0.8	0.8	0.9	-10	-0.01	1.1	19	20
CC(=O)Nc1ccc(S(=O)(=O)N[C@@H](C)C(=O)Nc2ccc(N3CCOCC3)cc2)cc1	0	0.9	1	1.1	-6	-0.03	1.1	5	6

Two entries from above in another layout:
Mac1 fbg enh	CYP2C9 act	CYP2C19 activ	PLAP activator	Mac1 fbg inh	Pyk2 oligo antag	MT1-MMP txn act	CYP2C19 inh	CYP2C9 inhib	mol
4	0.4	0.6	0.9	6	-0.65	1.2	40	56*	CCC(=O)c1ccc(OCc2ccc(C(=O)OC)o2)c(OC)c1
2	0.9	1	0.9	-6	-1.4	1.2	-1	7	CCC(C)NC(=O)CSc1nc2c(sc(=S)n2Cc2ccco2)c(=O)n1-c1ccccc1 (centres undefined)

Next structures
SMILES	Mac1 fbg enh	CYP2C9 act	CYP2C19 activ	PLAP activator	Mac1 fbg inh	Pyk2 oligo antag	MT1-MMP txn act	CYP2C19 inh	CYP2C9 inhib
CC1CCN(S(=O)(=O)c2ccc(NC(=O)N3c4ccccc4Sc4ccccc43)cc2)CC1	24	0.5	1	1.3	-43	-0.59	/	1	48
Cn1cc(C(=O)c2ccc(Cl)cc2Cl)cc1C(=O)N/N=C(\N)COc1ccccc1	-5	0.8	1	1.5	-9	0.69	/	2	19
CC(C)(C)NC(=O)C(c1ccc(OCC(N)=O)cc1)N(C(=O)c1cccnc1)C1CC1 (centres undefined)	3	1.1	1.2	1.1	-6	0.6	1.2	-17	-10
Cc1c(NC(=O)c2coc(=O)c(Br)c2)c(=O)n(-c2ccccc2)n1C	0	1	1.2	1.1	8	0.23	/	-16	-1
CCn1c(CSCc2ccc(C)cc2)nnc1SCC(=O)N1CCN(c2ccccc2)CC1	-5	0.2	0.7	1.7	29	1.9	/	34	78*
COc1ccc(OCCSc2nnc(CCNC(=O)c3ccc(OC)cc3)n2C)cc1	/	0.8	0.9	0.9	/	1.7	/	11	24
COc1ccc(Cn2nnnc2CN2CCC(c3nc4ccccc4s3)CC2)cc1	-7	0.9	0.8	1.4	-9	-0.72	1	24	13
CCN(CC)CCNc1ccnc2cc(Cl)ccc12	-6	1.1	1	1	-36	0.09	1.2	-2	-12
COC(=O)c1ccc(-c2nc(-c3cccs3)no2)cc1	2	0.6	0.1	1.1	26	/	/	91*	40
COCc1cc(C)nc2sc(C(=O)OC)c(N)c12	0	1.1	0.9	0.9	3	0.47	1	5	-9
Cc1cc2ncn(C(=O)c3ccc4c(c3)OCO4)c2cc1C	4	1.1	1	0.9	-14	0.47	1.2	-2	-7
COc1ccc(C2(CNC(=O)c3ccc(Br)o3)CCOCC2)cc1	-7	0.7	0.7	1	-4	-0.32	1.1	26	31
O=C(Nc1nccs1)C1CCN(S(=O)(=O)c2c(Cl)cccc2Cl)CC1	-1	0.6	0.1	1	16	-1.3	/	92*	40
O=C(NCc1ccccc1)N(Cc1cc2cc3c(cc2[nH]c1=O)OCO3)CC1CCCO1 (centres undefined)	-1	1	0.9	0.9	0	-0.48	1.1	8	0
COCCNc1nnc(SCC(=O)c2ccc3c(c2)OCO3)s1	1	0.7	0.5	1.2	0	-0.04	1.1	53*	26
COc1cc(OC)c(OC)cc1CN1CCN(S(=O)(=O)c2ccc(F)cc2)CC1	-4	1.1	1	1.3	6	-0.36	1.2	4	-6
O=C(OCCN1CCN(c2ncc(C(F)(F)F)cc2Cl)CC1)c1ccc(F)cc1	-4	0.3	0.7	1.3	22	0.04	/	27	69*
Cc1ccc(N2CCN(c3ccc(C)cc3)C2c2ccncc2)cc1	0	0.3	0.1	1.1	-7	-0.19	1.2	88*	71*
CCC(C(=O)NC1CCCC1)N(Cc1ccco1)C(=O)Cn1nnc(-c2ccc(C)cc2)n1 (centres undefined)	0	0.3	0.2	0.9	-24	-0.45	1.1	83*	72*
CC(=O)Nc1cccc(NC(=O)CSc2nnnn2Cc2ccccc2)c1	-3	0.6	0.7	0.9	0	0.95	1.2	32	42
COc1ccc(CCNC(=O)CN2CCN(c3cccc(Cl)c3)CC2)cc1OC	-3	0.7	1	1.7	-2	0.49	1.1	3	25
Nc1cccc(C(=O)Nc2ccc(N)cc2Cl)c1	0	1.6	1.1	1.1	0	0.04	1.1	-8	-57
O=C(NCCC1=CCCCC1)C1CCN(S(=O)(=O)c2cccs2)CC1	10	0.6	0.7	1.1	-2	-0.91	1.2	26	45
CC1Cn2c(nnc2-c2cccc(N)c2)S1 (centres undefined)	5	0.9	1	1.1	-5	/	/	-1	7
O=C1CCC(=O)N1CNc1cccnc1	-4	1	1	0.9	-4	1.1	1.3	-2	-3
O=C(Nc1ccc2c(c1)OCCO2)C1CCN(c2cnccn2)CC1	-1	0.8	0.8	1.1	-3	1.7	0.9	21	16
CCSc1nnc([C@H](Cc2c[nH]c3ccccc23)NC(=O)OC(C)(C)C)o1	-2	0.8	0.7	1.2	-2	-0.6	1.2	28	18
Cc1cc(NC2C3CC4CC(C3)CC2C4)n2ncnc2n1 (centres undefined)	0	1.2	1	1	-4	-0.11	1.1	-3	-15
Clc1ccc(SCc2cn3ccsc3n2)cc1	-6	1.2	0.5	0.8	10	-0.15	1.9	53*	-20
